# Bioassay records from PubChem BioAssay.
# 14-3-3 PPI: modulators of human 14-3-3 gamma - Raf peptide interaction; P61981; 160,000 tested, 0.19% active; inhibition, % at 40 µM; FP, 14-3-3gamma / TMR-pS259-Raf peptide binding; AID 422; in the data active = inhibition above about 30%;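 note: 0% = protein plus tracer without compound and 100% = blank with tracer alone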
# Target sequence (P61981 whole entry, looked up): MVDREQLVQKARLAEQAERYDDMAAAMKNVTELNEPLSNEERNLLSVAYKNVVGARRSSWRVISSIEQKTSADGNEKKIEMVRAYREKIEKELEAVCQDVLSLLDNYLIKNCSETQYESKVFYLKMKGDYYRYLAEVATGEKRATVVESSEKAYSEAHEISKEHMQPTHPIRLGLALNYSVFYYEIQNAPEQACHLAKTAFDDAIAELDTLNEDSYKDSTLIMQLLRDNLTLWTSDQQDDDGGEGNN
# * marks the source's active call; other numbers are inactive results; & = joins results of further samples. A portion of the library; the hit share may differ from the screen's.
SMILES | 14-3-3 PPI
COc1ccc2c(c1OC)C(=O)N(c1ccc3c(c1)CCC3)C2=O | -4
CCN(CC)c1cc(C)c2cc(NC(=O)c3ccc([N+](=O)[O-])c(C)c3)ccc2n1 | 4
COc1cccc(CNS(=O)(=O)c2ccc3[nH]c(=O)sc3c2)c1 | -6
C=CCc1ccccc1OCC(O)CN1CCN(c2ccc(C)cc2)CC1 (stereo unspecified) | -5
O=C(COC(=O)C1COc2ccccc2O1)NC(=O)NC1CCCC1 (stereo unspecified) | -1
Cc1ccc(NC(=O)CC2C(=O)NC3CCCCC3N2C(=O)c2ccc(F)cc2)cc1C (stereo unspecified) | -15
COc1ccccc1CNC(=O)CN(c1ccc(C)cc1)S(=O)(=O)c1c(C)n[nH]c1C | -8
CS(=O)(=O)N1CCCC(C(=O)NCCN2CCC(Cc3ccccc3)CC2)C1 (stereo unspecified) | -6&-8
CCOC(=O)C1=C(C)NC(C)=C(C(=O)OC)C1c1ccc([N+](=O)[O-])cc1 (stereo unspecified) | -4
Cn1c(C(=O)NCCN2CCOCC2)cc2sccc21 | 2
O=C1CSc2ccc(C(=O)NCCCN3CCCCC3)cc2N1 | -2
CCC(C)C(NS(=O)(=O)c1ccc(C)cc1)C(=O)NCC1CCCO1 (stereo unspecified) | 0
O=C(Nc1ccccc1C(=O)O)c1ccccc1Br | 2
CCCc1n[nH]c2c1C(=O)CC(C)(C)C2 | 0
Cc1ccc(C)c(Oc2coc3cc(OC(=O)C(C)C)ccc3c2=O)c1 | -9
CCN(CC)C(=O)c1ccc(Nc2ccnc3cc4ccccc4cc23)cc1 | -3
O=C(NCc1ccc2c(c1)OCO2)c1cccc2c1C(=O)N(C1CCCCC1)C2 | -3
O=C(c1ccc(-c2ccccc2)cc1)N1CCN(C(=O)c2ccco2)CC1 | -1
c1ccc(CSCc2cn3ccsc3n2)cc1 | 3
O=C1CCC(=O)N1c1ccc(NCc2cccc3ccccc23)c([N+](=O)[O-])c1 | -5
COc1ccc(NC(=O)CS(=O)CC(=O)Nc2cc(Cl)ccc2OC)cc1 (stereo unspecified) | -5
Cc1cccc(N2C(=O)CC(N3CCN(CC=Cc4ccccc4)CC3)C2=O)c1 (stereo unspecified) | -11
CCC(=O)NCCc1nc2ccccc2n1Cc1cc(C)ccc1C | 5
CCCCNC(=O)c1cc(Nc2ccc(OCC)cc2)nc2ccccc12 | -3
Cc1ccc(CC(NC(=O)c2ccccc2)C(=O)N2CCCC2C(=O)O)cc1 (stereo unspecified) | -5
Oc1ccccc1C1CC(c2cccs2)=NC(c2ccc(F)cc2)N1 (stereo unspecified) | -2
CCOc1ccc(N2C(=O)CC(NCCc3ccncc3)C2=O)cc1 (stereo unspecified) | 2
Clc1ccc2nc(CSc3nc4ccccc4[nH]3)c(Cl)n2c1 | -7
COC(=O)Cc1[nH]nc2c1C1(C(=O)N(Cc3ccc(Cl)cc3)c3ccccc31)C(C#N)=C(N)O2 (stereo unspecified) | -4
Nc1ccc(N2C(=O)c3ccccc3C2=O)c(Cl)c1 | -2
COCCN1C(=O)c2ccccc2C(C(=O)Nc2cccnc2)C1c1c[nH]c2ccccc12 (stereo unspecified) | -2
CC(C)(Oc1ccc(Cl)cc1)C(=O)N1CCN(c2ccccn2)CC1 | -2&-6
O=C(O)C1C2C=CC3(CN(CCCN4CCOCC4)C(=O)C13)O2 (stereo unspecified) | 6
CCOC(=O)c1c(NC(=O)c2sc3nc(N)c(C#N)cc3c2N)sc2c1CCCC2 | -51
CC(C)Nc1nc(NC(C)C)nc(N(C)C(N)=O)n1 | -2
CC1=C(C(=O)OCC2CCCO2)C(c2cc3c(cc2Br)OCO3)C2=C(CC(C)(C)CC2=O)N1 (stereo unspecified) | -2
CCOC(=O)C1=C(C)NC2=C(C(=O)CCC2)C1c1ccc(C(C)C)cc1 (stereo unspecified) | -19
COc1ccc(C)cc1Nc1ccc(C(=O)O)cc1[N+](=O)[O-] | -19
Cc1ccc(S(=O)(=O)n2nc(OC(=O)c3c(-c4ccccc4Cl)noc3C)cc2N)cc1 | -1&-5
COc1ccc(C2OC(=O)CC2C(=O)NC(C)C)cc1 (stereo unspecified) | -6
O=C(CC1Nc2c3ccccc3nc(=S)n2C1=O)NCc1cccs1 (stereo unspecified) | -11
Cn1c(=NC(=O)c2cc3ccccc3oc2=O)sc2cc(Cl)ccc21 | 1
COc1ccc(Cl)cc1N1CCN(CCNC(=O)Nc2ccccc2C)CC1 | 6
CCCCN(CCCNC(=O)C1CCCN(S(=O)(=O)CC)C1)Cc1ccccc1 (stereo unspecified) | -9
CCCCCn1c(=O)c(C(=O)OCC)c(O)c2ccccc21 | -7
Cc1oc(-c2cccc(Cl)c2)nc1CN1CCC(C(=O)N2CCN(c3ccccn3)CC2)CC1 | -6
CCOc1ccc(C2C(C(=O)OC)=CN(CCOC)C=C2C(=O)OC)cc1 | -1
O=C(Oc1ccc(-c2nnco2)cc1)N1CCOCC1 | 5
CC(C)(C)NC(=O)CSc1nnnn1C(C)(C)C | 1
COc1ccc(C(=O)N2CCN(c3ccccc3)CC2)cc1OC | 7
CCCCN1C(=O)C2C(C(=O)Nc3ccc(C)c(C)c3)C3C=CC2(O3)C1C(=O)NC1CCCC(C)C1C (stereo unspecified) | -12
O=C(c1ccccc1)c1cncc(Br)c1 | -1
CCOc1ccc(Nc2nc(-c3sc(C)nc3C)cs2)cc1 | -18
O=C(O)C1CCC(CN(Cc2ccc(F)cc2)S(=O)(=O)c2ccc([N+](=O)[O-])cc2)CC1 (stereo unspecified) | -5
Cc1oc2cc(O)cc(O)c2c(=O)c1-c1ccc2c(c1)OCCCO2 | -2
COc1nc(N(C#N)CC(N)=O)nc(N2CCCC2)n1 | -5
CCOC(=O)c1[nH]c(C)c(C(=O)Nc2ccc(C)c(C)c2)c1C | 0
Cc1cc(C)c2c(CC(=O)NCc3ccco3)coc2c1 | 4
Cc1nc2c(nnn2Cc2ccccc2)c(=O)n1-c1ccccc1 | -9
COc1ccc(-n2c(SCC(=O)Nc3nccs3)nc3c([nH]c4ccccc43)c2=O)cc1 | 0

# Other entries follow.
SMILES | 14-3-3 PPI
CCC(=O)CC(O)(c1ccccc1)C(F)(F)C(F)F (stereo unspecified) | -9
O=C(CNc1ccccc1-c1nc2ccccc2[nH]c1=O)NCc1ccccc1 | -9
Cc1ccc(C)c(N2CCN(c3ccc(C(=O)O)cc3[N+](=O)[O-])CC2)c1 | -1
COc1ccc(CN2CCOCCOCCN(Cc3ccc(OC)cc3)CCOCC2)cc1 | -12
CCOC(=O)c1cccc(NC(=O)CCc2c(C)nc3ncnn3c2C)c1 | -8
COc1cccc(C(=O)NCCSc2c(-c3ccc(F)cc3)[nH]c3ccccc23)c1OC | 6
CCOc1ccc(C(=O)NCc2cccs2)cc1 | -6
O=C(CSc1nc2ncccc2[nH]1)NC1CCCC1 | -12
CCN(c1ccc2c(c1)OCO2)S(=O)(=O)c1ccc2c(c1)CCC(=O)N2 | -36
COc1ccc(-n2nc3c(c2NC(=O)c2ccc(C)c(C)c2)CS(=O)(=O)C3)cc1 | 0
COC(=O)c1cccc(NC(=O)COc2ccc(Cl)cc2)c1 | -11
CCC1SC2=NC(C)=C(C(=O)OC)C(c3ccc(C(C)(C)C)cc3)N2C1=O (stereo unspecified) | 5
Cc1cc(C)c(Cn2c(=O)n(CCC(=O)NC3CCCC3)c(=O)c3ccccc32)c(C)c1 | -5
CC(=O)c1ccc(OCC(O)CN2CCCC(C)C2)cc1 (stereo unspecified) | 1
Cc1cc(C)c2c(CN3CCN(CCO)CC3)cc(=O)oc2c1 | -2
Cc1nc2sc3c(NCc4ccco4)ncnc3c2c2c1COC(C)(C)C2 | 0
Cc1ccc(-n2nc3ccc(NC(=O)COc4ccccc4)cc3n2)cc1C | -32
Cc1cc(N2CCN(C)CC2)nc2ccc(NC(=O)CCC(=O)NC(C)C)cc12 | -11
Nc1nnc(SCc2coc(-c3ccc(Cl)cc3)n2)s1 | -4
CCOCCCn1cnc2c(c1=O)c1nc3ccccc3nc1n2-c1ccccc1 | -2
COc1cc(C2Nc3ccccc3-c3nnc(SC)nc3O2)cc([N+](=O)[O-])c1O (stereo unspecified) | -3
Cc1ccc(C)c(NC(=O)CCN2C(=O)c3cccc([N+](=O)[O-])c3C2=O)c1 | -12
COc1ccc(Br)cc1C1CC(=O)N2CN(Cc3ccccc3)CSC2=C1C#N (stereo unspecified) | 0
CC1CCc2c(sc(NC(=O)COc3ccccc3)c2C(=O)Nc2ccccc2Cl)C1 (stereo unspecified) | -8
O=C(c1cccn2c(=O)c3c4c(sc3nc12)CCCC4)N1CCN(c2ccc(Cl)cc2)CC1 | -5
O=C(CCn1nc(C(F)(F)F)cc1C1CC1)NCCC1=CCCCC1 | 20
COC(=O)C1=CN(CC2CCCO2)C=C(C(=O)OC)C1c1ccc(Cl)cc1 (stereo unspecified) | -7
CCC(C)C(NS(=O)(=O)c1ccc(C)cc1)C(=O)NCc1ccc(C)cc1 (stereo unspecified) | 3
CC(C)OCCCNC(=O)c1ccncc1 | -4
COc1ccc(Br)cc1C=Cc1ccc2cccc(O)c2n1 | -10
COc1ccc(Cl)cc1N1CC(c2nc3ccccc3[nH]2)CC1=O (stereo unspecified) | -2
O=S(=O)(c1ccc(OCC(O)CN2CCC(Cc3ccccc3)CC2)cc1)N1CCOCC1 (stereo unspecified) | -18
CCC1=NN(C(=O)c2ccc(F)cc2)C(O)(C(F)(F)F)C1 (stereo unspecified) | -5
O=S(=O)(c1ccc(Br)s1)N1CCOCC1 | -21
COc1ccc(Cc2nc3ccccc3[nH]c2=O)cc1Br | -4
O=C(Nc1ccc([N+](=O)[O-])cc1)c1ccccc1I | -5
CC(=O)Oc1ccccc1C(=O)Nc1ccccc1C(C)C | -5
O=C(NCCCN1CCN(Cc2ccccc2)CC1)c1nnc(Cc2c(F)cccc2Cl)o1 | 5
COC(=O)C1=CNC=C(C(=O)OC)C1c1ccc(Cl)cc1 | 8
CCC(C)Cn1c(S(=O)(=O)O)nc2ccccc21 (stereo unspecified) | -15
CCOC(=O)c1ccc(N2C(=O)c3n[nH]c(C)c3C2c2ccc(OC)cc2OC)cc1 (stereo unspecified) | -3
CCCOc1ccc(C(=O)Nc2ccc(-c3nc4cc(C)ccc4o3)cc2)cc1 | -105
CC(=O)Nc1ccc(S(=O)(=O)N2CCCN(S(=O)(=O)c3ccc(NC(C)=O)cc3)CC2)cc1 | -3
COc1ccc(Cl)cc1C(=O)Nc1nc2ccc(C)cc2s1 | 12
COc1cc(C(=O)NCCC(=O)NCCCN2CCCCC2C)cc(OC)c1OC (stereo unspecified) | -2
O=C1CC(N2CCN(Cc3ccc4c(c3)OCO4)CC2)C(=O)N1c1ccc(OC(F)(F)F)cc1 (stereo unspecified) | -11
CC(=O)NCCn1c(SCC(=O)C(C)(C)C)nc2ccccc2c1=O | -2
COCCOC(=O)C1=C(C)N=C2SCCC(=O)N2C1c1ccc(C)cc1 (stereo unspecified) | 0
CC(C)OC(=O)C(C)OC(=O)c1cc([N+](=O)[O-])ccc1Cl (stereo unspecified) | -1
NC(=O)C1CCN(C(=O)CN2C(=O)c3cccc4cccc2c34)CC1 | -21
COc1ccc(/C(O)=C2\C(=O)C(=O)N(CCN(C)C)C2c2ccc(N(C)C)cc2)cc1 (stereo unspecified) | -14
CCN(CC)c1ccc2cc(C(=O)Nc3ccc(-n4cnnn4)c(OC)c3)c(=O)oc2c1 | -50
COC(=O)c1[nH]c2ccc(C)cc2c1NC(=O)C(C)N1CCN(C2CCCCC2)CC1 (stereo unspecified) | -1
Cc1ccc(NC(=O)C(Cc2ccccc2)NS(=O)(=O)c2cccs2)cc1Cl (stereo unspecified) | -8
CCOC(=O)C(C(=O)Nc1nc2ccccc2s1)C1CCCCC1 (stereo unspecified) | -14
O=C(CN1C(=O)c2ccccc2C1=O)N1CCN(c2nnc(-c3ccccc3)c3ccccc23)CC1 | 2
O=C(c1ccco1)N1CCN(c2ncnc3c(-c4ccccc4)nsc23)CC1 | -4
COc1ccc(Nc2cc(C)nc3c(C)cc(C)c([N+](=O)[O-])c23)cc1OC | -5
COc1cc([N+](=O)[O-])ccc1NC(=O)CCN1C(=O)c2ccccc2C1=O | -4
Cc1cc(NCCN2CCOCC2)c2ccc3ccccc3c2n1 | -4
CCOC(=O)C1=C(C)N=c2s/c(=C\C(=O)OC)c(=O)n2C1c1ccc(OC)cc1 (stereo unspecified) | -1
COC(=O)c1sc2nc(C)cc(C)c2c1-n1cccc1 | -4
CCc1cc2c(SCC(=O)O)ncnc2s1 | -6
